GPR7 antag – blocks human GPR7 receptor signaling. P48145. GPR7-expressing cells, fluorescence antagonist assay. inhibition, % at 4.4 µM. 1.1% of 290,000 active. AID 1861; in the data active = inhibition above about 16%, passing the limit was not always enough;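 note: cells stimulated with the agonist NPW; 0% = agonist with vehicle and 100% = vehicle without agonist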
V1R ag counter – activates human V1a receptor in oxytocin agonist counter-screen. CHO-V1R cells, Fluo-8 calcium fluorescence, agonist mode; 0% DMSO, 100% 3 nM vasopressin. 0.25% of 320,000 active. P37288. activation, % at 3 µM;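 active = activation above the mean activation of all tested compounds plus 3 SD, per screening run, cut at about 20% in these data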;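 note: signal is peak over basal fluorescence ratio across a 100 second FLIPR read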
Target sequence (P37288 whole entry, looked up): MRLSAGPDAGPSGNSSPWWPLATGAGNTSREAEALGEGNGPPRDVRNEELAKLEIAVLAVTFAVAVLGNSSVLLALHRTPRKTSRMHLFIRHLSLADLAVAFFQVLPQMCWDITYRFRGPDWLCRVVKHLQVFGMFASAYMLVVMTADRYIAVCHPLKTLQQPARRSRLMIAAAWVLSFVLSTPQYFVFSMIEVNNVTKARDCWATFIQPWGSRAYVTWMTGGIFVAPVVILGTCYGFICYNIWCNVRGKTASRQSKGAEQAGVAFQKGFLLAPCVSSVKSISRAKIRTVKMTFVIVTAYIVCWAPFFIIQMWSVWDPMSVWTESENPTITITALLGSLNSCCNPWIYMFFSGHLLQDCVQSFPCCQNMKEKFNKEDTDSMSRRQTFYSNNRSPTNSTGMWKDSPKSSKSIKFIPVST
MEKK3 PB1 HTS – raises or lowers MEK5 binding to the human MEKK3 PB1 domain; bead-based flow cytometry, Alexa488-MEK5 binding to MEKK3; actives lie on both sides; 0 = blocked by unlabeled MEK5, 100 = vehicle; Q99759; binding response (% of control), % at 10 µM; AID 1529; 1.4% of 290,000 active;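 active = binding response more than 3 SD above or below the average of its plate-row segment, actives on both sides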;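 note: Alexa488 bead fluorescence after subtracting the streptavidin-only scavenger bead signal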
PHOSPHO1 inh – inhibitors of human PHOSPHO1 phosphatase. recombinant PHOSPHO1, absorbance phosphatase assay. Q8TCT1. 1.1% of 290,000 active. inhibition, % at 13.3 µM; in the data active = inhibition above about 60%
MEKK2wt PB1 HTS – raises or lowers MEK5 binding to wildtype human MEKK2 PB1 domain; AID 1531; bead flow cytometry, Alexa488-MEK5 binding to MEKK2 WT; actives lie on both sides; 1.1% of 290,000 active; Q9Y2U5; binding response (% of control), % at 10 µM; in the data active = binding response below about 67% or above about 130%
MEKK2 mut-MEK5 – signal of MEK5 binding to mutant human MEKK2 PB1 domain. bead flow cytometry, Alexa488-MEK5 binding to MEKK2 mutant. percent response, % at 10 µM. 0.35% of 290,000 active. AID 1530; in the data active = percent response above about 24%, passing the limit was not always enough; note: inactives centre near 1; some results filed as inactive read as strong as hits; reference of the scale not given here
GalR3 antagonist – blocks the human galanin receptor 3; O60755; HEK293 GalR3-CNG cAMP membrane potential fluorescence; galR3 body fused to GalR1 C-terminus; inhibition, % at 3 µM; 0.44% of 360,000 active; AID 651719;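 active = inhibition above the screen-wide average plus 3 SD, cut at about 13% in these data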;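 note: forskolin and galanin both at EC90 stimulate the cells; cAMP rise reported by CNG channel membrane potential dye signal; 0% = forskolin plus galanin with DMSO and 100% = forskolin alone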
OXTR ag – agonists of human oxytocin receptor; activation, % at 3 µM; P30559; CHO-OTR cells, Fluo-8 calcium fluorescence; normalized: DMSO 0%, oxytocin 100%; 0.32% of 320,000 active;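 active = activation above the mean of all tested compounds plus 3 SD, cutoff set per screening run, cut at about 20% in these data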;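 note: peak over basal fluorescence ratio from a 100 s FLIPR kinetic read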
Target sequence (P30559 whole entry, looked up): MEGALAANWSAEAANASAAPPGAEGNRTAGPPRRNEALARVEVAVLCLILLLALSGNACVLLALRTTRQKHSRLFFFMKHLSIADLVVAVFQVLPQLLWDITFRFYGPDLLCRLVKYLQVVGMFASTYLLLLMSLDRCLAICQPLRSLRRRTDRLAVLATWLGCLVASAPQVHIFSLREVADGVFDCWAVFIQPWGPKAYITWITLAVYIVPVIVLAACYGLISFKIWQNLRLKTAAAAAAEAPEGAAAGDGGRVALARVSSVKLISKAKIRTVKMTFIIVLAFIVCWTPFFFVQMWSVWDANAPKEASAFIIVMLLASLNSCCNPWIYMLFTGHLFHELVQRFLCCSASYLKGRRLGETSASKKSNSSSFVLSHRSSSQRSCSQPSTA
NALP1 inh – blocks the NALP1 inflammasome reconstituted in yeast | S. cerevisiae NALP1/ASC/caspase-1 growth, X-gal OD620, 72 h | inhibition, % at 10 µM | 0.61% of 280,000 active; in the data active = inhibition mostly above about 24%, no sharp cut-off; inactive = mostly below about 32%; note: some compounds called inactive have numbers as strong as hits
* hit, by the source's call; x = no result given.

SMILES	GPR7 antag	V1R ag counter	MEKK3 PB1 HTS	PHOSPHO1 inh	MEKK2wt PB1 HTS	MEKK2 mut-MEK5	GalR3 antagonist	OXTR ag	NALP1 inh
CC(C)c1ccc2c(c1)C1(NN=C(c3ccccc3)S1)C(=O)N2 (configuration not stated)	-8	-0.3	89	-35	97	-3	8	-2.4	-7
CCN(CC(=O)NCCc1ccccc1)S(=O)(=O)c1ccccc1	-1	0.8	88	1	93	-9	0	-0.5	-1
Cc1nc(=O)c(-c2ccccc2)c(C)n1-c1ccccc1C(=O)O	6	0.8	84	-10	96	-1	-1	1.7	15
COCC(C)n1c(C)cc(C(=O)COC(=O)CCc2nc3ccccc3c(=O)[nH]2)c1C (configuration not stated)	-12	-0.9	97	24	94	-4	-2	-1.0	13
Cc1[nH]c(-c2ccc(F)cc2)cc1C(=O)N1CCN(c2ccccc2)CC1	15	x	105	44	101	4	-10	x	0
CC(C)Oc1ccc(C(=O)Nc2ccccc2N2CCOCC2)cc1	-2	-0.9	100	44	94	-6	-2	-1.9	-8
O=C(NCC(c1ccco1)N1CCN(c2ccccc2F)CC1)OCc1ccccc1 (configuration not stated)	2	-0.7	102	-5	97	14	-2	-2.4	-4
Cc1cccn2c(=O)c(C(=O)NC3CCCCC3)c(O)nc12	-10	0.6	102	11	103	0	-9	-0.3	10
C#CCNC(=O)/C=C/c1ccc(C)cc1	3	-1.6	104	-6	101	-4	-4	-2.4	24
COCCn1cc(C(=S)N2CCCCC2)c2ccccc21	-7	-1.4	100	42	101	1	2	-2.0	-3
N/C(=N\OC(=O)c1ccoc1)c1ccc(Br)cc1	-8	1.8	102	29	105	5	-2	0.0	2
O=C(c1ccc(Cl)c(NC2=NC3CS(=O)(=O)CC3S2)c1)N1CCN(c2ccc(F)cc2)CC1 (configuration not stated)	-3	0.8	94	30	92	-3	-2	0.0	-55
N#Cc1ncc(C(F)(F)F)cc1Oc1cccnc1	-11	0.2	110	-20	106	-2	-5	-0.5	-9
Cc1ccc(S(=O)(=O)N(C(=O)c2ccncc2)c2ccc3oc4c(c3c2)CCCC4)cc1[N+](=O)[O-]	-11	0.6	88	-15	100	0	3	1.2	31
O=C(CN1CCN(c2cccc(Cl)c2)CC1)N1CCCC1	-16	0.0	103	11	106	6	-4	-0.5	23

Arranged by formula weight (lowest first): 13 of the compounds above.
SMILES	GPR7 antag	V1R ag counter	MEKK3 PB1 HTS	PHOSPHO1 inh	MEKK2wt PB1 HTS	MEKK2 mut-MEK5	GalR3 antagonist	OXTR ag	NALP1 inh
N#Cc1ncc(C(F)(F)F)cc1Oc1cccnc1	-11	0.2	110	-20	106	-2	-5	-0.5	-9
Cc1cccn2c(=O)c(C(=O)NC3CCCCC3)c(O)nc12	-10	0.6	102	11	103	0	-9	-0.3	10
COCCn1cc(C(=S)N2CCCCC2)c2ccccc21	-7	-1.4	100	42	101	1	2	-2.0	-3
O=C(CN1CCN(c2cccc(Cl)c2)CC1)N1CCCC1	-16	0.0	103	11	106	6	-4	-0.5	23
N/C(=N\OC(=O)c1ccoc1)c1ccc(Br)cc1	-8	1.8	102	29	105	5	-2	0.0	2
CC(C)c1ccc2c(c1)C1(NN=C(c3ccccc3)S1)C(=O)N2 (configuration not stated)	-8	-0.3	89	-35	97	-3	8	-2.4	-7
CC(C)Oc1ccc(C(=O)Nc2ccccc2N2CCOCC2)cc1	-2	-0.9	100	44	94	-6	-2	-1.9	-8
CCN(CC(=O)NCCc1ccccc1)S(=O)(=O)c1ccccc1	-1	0.8	88	1	93	-9	0	-0.5	-1
Cc1[nH]c(-c2ccc(F)cc2)cc1C(=O)N1CCN(c2ccccc2)CC1	15	x	105	44	101	4	-10	x	0
O=C(NCC(c1ccco1)N1CCN(c2ccccc2F)CC1)OCc1ccccc1 (configuration not stated)	2	-0.7	102	-5	97	14	-2	-2.4	-4
COCC(C)n1c(C)cc(C(=O)COC(=O)CCc2nc3ccccc3c(=O)[nH]2)c1C (configuration not stated)	-12	-0.9	97	24	94	-4	-2	-1.0	13
Cc1ccc(S(=O)(=O)N(C(=O)c2ccncc2)c2ccc3oc4c(c3c2)CCCC4)cc1[N+](=O)[O-]	-11	0.6	88	-15	100	0	3	1.2	31
O=C(c1ccc(Cl)c(NC2=NC3CS(=O)(=O)CC3S2)c1)N1CCN(c2ccc(F)cc2)CC1 (configuration not stated)	-3	0.8	94	30	92	-3	-2	0.0	-55

(cont.)
SMILES	GPR7 antag	V1R ag counter	MEKK3 PB1 HTS	PHOSPHO1 inh	MEKK2wt PB1 HTS	MEKK2 mut-MEK5	GalR3 antagonist	OXTR ag	NALP1 inh
CCCCC1C2C(=O)N(c3ccccc3)C(=O)C2ON1c1ccccc1 (configuration not stated)	-16	-1.2	101	29	105	7	1	-3.1	-14
COc1cc(C(=O)N(C)c2nnc(-c3cccnc3)s2)cc(OC)c1OC	-9	x	104	-1	105	3	x	x	10
CCCN1CCN(CCCNC(=S)Nc2ccc(OC)cc2)CC1	0	-0.1	93	-22	97	-3	3	-0.8	9
COc1cc(C2NC(=O)NC(C)=C2C(=O)OCC2CCCCC2)cc(Cl)c1O (configuration not stated)	-16	0.3	107	-19	109	8	-5	0.2	11
O=c1cc(-c2ccccc2)nc(/C=C/c2ccccc2)[nH]1	-11	0.8	105	-3	100	0	1	-0.3	-6
CN(CCCS(=O)(=O)[O-])c1ccc(/C=C/c2ccc3ccccc3[n+]2C)cc1	-1	x	106	11	103	-2	1	x	14
CC1(C)CC(=O)c2cnc(NC(=O)c3ccco3)nc2C1	-18	-0.3	109	-1	110	16	-3	0.1	4
CCCc1[nH]nc2c1C(CCC)C(C#N)=C(N)O2 (configuration not stated)	-11	-0.5	96	-9	95	-1	-1	0.6	22
COc1ccc(/C=C(\C#N)C(=O)OCC(=O)N2CC(C)OC(C)C2)cc1 (configuration not stated)	-18	0.3	96	16	88	-13	-8	-1.5	-2
CCC(=O)N1CCN(c2ccc(NC(=O)COc3ccccc3[N+](=O)[O-])cc2)CC1	-1	6.4	84	4	93	-1	-6	2.9	22
COc1ccccc1N1C(=O)CCC1(C#N)c1ccc(Br)cc1 (configuration not stated)	-3	0.7	98	-16	97	-6	-6	0.5	13
CCc1ccc(NC(=O)COc2cccc(-n3cnnn3)c2)cc1	-5	5.2	101	-29	95	2	-4	2.8	8
Cc1occc1C(=O)N1CCN(c2ccc(Cl)cc2)CC1	-13	5.0	105	23	106	8	-4	2.4	1
O=C(C1CCCC1)N1CCN(S(=O)(=O)c2ccc(Cl)cc2)CC1	-2	3.6	102	37	101	-1	-7	1.6	-7
CCOc1ccc(NC(=O)CC2C(=O)N(c3ccccc3)C(=O)N2CCOC)cc1 (configuration not stated)	-13	-1.0	106	8	101	4	x	-1.0	24
CC1CCCC(C)N1c1nnc(N)s1 (configuration not stated)	-9	0.4	111	-16	107	-1	1	0.0	22
CCc1c(C)nc(N2CCN(c3ccc(OC)cc3)CC2)[nH]c1=O	-2	1.5	107	x	101	7	-9	1.2	-21
O=C(O)CC1NC(=S)N(c2ccccc2)C1=O (configuration not stated)	1	1.2	105	35	108	12	-6	-0.1	65
CC(=O)Nc1ccc(/C=N/NC(=O)CNC(=O)c2ccccc2)cc1	-8	0.7	72	51	72	-21	-5	-0.5	14
Cc1ccc(-c2csc(N(CC3CCCO3)C(=O)c3ccco3)n2)cc1 (configuration not stated)	-5	1.1	99	-5	94	-2	-7	0.1	26
COCCNc1c2c(nc3c(-c4ccccc4)c(C)nn13)CCC2	-16	-1.8	91	12	92	-15	-2	-2.5	26
COc1ccccc1C(=O)NNC(=O)c1ccncc1	-2	0.1	97	9	81	-12	-7	-0.2	13
O=C(CSc1ccc(Br)cc1)N1CCN(S(=O)(=O)c2ccccc2)CC1	18	1.9	102	5	104	3	0	1.6	1
Cc1noc(C)c1COc1cccc(C(=O)OCC(=O)NC(=O)c2ccc(OC(F)F)cc2)c1	-7	1.1	99	-5	102	-2	-2	0.9	32
Cc1ccc(NC(=O)CCNS(=O)(=O)c2ccc3[nH]c(=O)oc3c2)c(C)c1	-4	-0.1	101	24	99	-2	-9	-0.5	14
CC(=O)c1cccc(N(CC(=O)N2CCCC2)S(C)(=O)=O)c1	-23	-0.1	96	4	97	0	-2	-0.3	7
CC(C)CCOc1ccc(C2=NNC(=O)CC2)cc1	-5	0.8	91	1	92	-2	26*	0.5	44
N#Cc1c(N)c(C(=O)c2ccc(Br)cc2)n2c1CCC2	-4	-1.0	110	12	105	5	-1	-1.7	-4
O=[N+]([O-])c1ccccc1COc1ccc(Cl)c2cccnc12	-11	-1.2	101	37	105	5	-3	-1.4	12
FC(F)c1nc2ccccc2[nH]1	-12	-0.1	98	45	88	-11	-5	-1.2	8
COc1ccccc1NS(=O)(=O)c1cc(N/C(=N\S(=O)(=O)c2ccccc2)c2ccc(F)cc2)ccc1Cl	-6	2.4	97	5	98	-2	-6	-0.3	19
O=C(c1cc(=O)[nH]c2ccccc12)N1CCc2ccccc2C1	-4	-0.9	95	28	83	-14	4	1.9	-4
O=C(c1ccc(CS(=O)(=O)c2ccc(Br)cc2)o1)N1CCN(c2ccc(F)cc2)CC1	4	3.6	100	33	103	-3	-8	0.6	16
OC(CNCCNc1ncccc1C(F)(F)F)COc1ccc(F)cc1 (configuration not stated)	-8	1.8	107	27	112	3	-7	2.1	x
CC(C)C[C@H](N)c1nnc(S(=O)(=O)Cc2cccc(F)c2)o1	-8	1.2	97	47	99	-2	-7	1.2	9
COc1ccccc1-c1nc2ccccc2nc1-c1ccccc1OC	-1	0.7	118	-17	99	-1	1	-2.4	14
Cc1ccc(S(=O)(=O)CCC(=O)OCC(=O)NC(N)=O)cc1	-10	0.9	93	20	94	-7	-5	0.2	3
CN(C)c1ccc(CN(C(=O)c2cc3ccccc3oc2=O)C2CCS(=O)(=O)C2)cc1 (configuration not stated)	0	1.6	99	45	106	0	2	1.4	9
Cc1cc(C)n(-c2ccc(Cl)c(Cl)c2)n1	5	-0.3	91	36	79	-13	9	-1.8	-4
CS(=O)(=O)N1CCc2cc(C(=O)Nc3ccccc3Br)ccc21	-10	x	107	39	108	7	-8	x	1
CC(=O)c1ccc(S(=O)(=O)N2CCNCC2)cc1	3	-0.5	74	37	86	-21	1	0.7	18
Cn1c(NC(=O)C[n+]2cc(-c3ccc(Cl)c(Cl)c3)n3c2CCC3)cc(=O)n(C)c1=O	-4	-0.4	99	9	101	-1	-2	0.1	31
Clc1c(-c2nnc3n2CCCCC3)sc2ccccc12	2	-0.4	89	-5	95	-3	-7	-2.3	31
Cc1ccc(NC(=O)CC2(CC(=O)O)CCCC2)cc1	-2	0.0	106	42	111	9	-9	0.8	6

By substructure: the entries above containing a CF3 group
SMILES	GPR7 antag	V1R ag counter	MEKK3 PB1 HTS	PHOSPHO1 inh	MEKK2wt PB1 HTS	MEKK2 mut-MEK5	GalR3 antagonist	OXTR ag	NALP1 inh
N#Cc1ncc(C(F)(F)F)cc1Oc1cccnc1	-11	0.2	110	-20	106	-2	-5	-0.5	-9
OC(CNCCNc1ncccc1C(F)(F)F)COc1ccc(F)cc1 (configuration not stated)	-8	1.8	107	27	112	3	-7	2.1	x
